Bioassay records from PubChem.
RAD52 anneal inh: inhibitors of human RAD52 DNA annealing. P43351. recombinant RAD52 DNA annealing, FRET fluorescence. inhibition, % at 18.7 µM. 360,000 tested, 0.46% active. AID 651710;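 active = every replicate showing at least 50% inhibition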
CFTR F508del cor: CFTR F508del correction in bronchial cells | CFBE cells, YFP halide quenching; stimulated with forskolin plus potentiator P3; % fluorescence drop versus neutral controls | activity (quench increase), % at 7.58 µM | 350,000 tested, 0.36% active;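 active = mean added fluorescence quench of at least 8% versus neutral control, with both replicates also reaching 8%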;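 also: cells transiently co-express mutant CFTR-F508del with the halide-sensitive YFP; corrector assay measuring rescue of mutant channel to the surface after 24 h compound exposure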
GSIS activator: primary screen for activators of insulin secretion dependent on glucose, INS-1E cells, GLuc reporter luminescence; activation, % at 16.6 µM; INS-1E GLuc reporter insulin secretion, 2-3 h; 370,000 tested, 0.61% active;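 active = lowest replicate activation of at least 40%, so every replicate reaches that level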;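 also: 0% = median of neutral control wells and 100% = median of IBMX positive control wells; some compounds called inactive have numbers as strong as hits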
CASP6 VEID inh: inhibitors of human caspase-6; 350,000 tested, 0.53% active; P55212; inhibition, % at 12.5 µM; purified caspase-6, Z-VEID-R110 cleavage fluorescence;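 active = mean inhibition across replicates at least about 35%, with every replicate also reaching that limit, limit read from the data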;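 also: 0% = median of neutral control wells and 100% = no fluorescence left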
Target sequence (P55212 24-179 limits assumed): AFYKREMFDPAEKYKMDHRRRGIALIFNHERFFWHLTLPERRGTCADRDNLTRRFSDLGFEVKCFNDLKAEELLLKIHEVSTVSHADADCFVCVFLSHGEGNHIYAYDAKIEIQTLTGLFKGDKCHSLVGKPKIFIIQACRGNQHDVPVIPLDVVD
Target sequence (P55212 194-293 limits assumed): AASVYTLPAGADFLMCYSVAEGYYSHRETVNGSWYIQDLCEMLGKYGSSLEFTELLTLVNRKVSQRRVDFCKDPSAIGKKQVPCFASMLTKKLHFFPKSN
E-sel inducer: E-selectin induction on HUVECs. P16581. HUVEC E-selectin immunofluorescence imaging; normalized: neutral wells 0, TNF-alpha wells 100. activation, % at 7.58 µM. 260,000 tested, 0.37% active;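 active = mean E-selectin-positive cell signal at least 10% of the positive control, reached in at least 60% of replicates, without over 20% cell loss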;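 also: in these data hits start at about 27%; measured in HUVEC primary endothelial cells; signal is the percent of cells scored E-selectin positive by PE staining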
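Test system – human umbilical vein endothelial cells (HUVEC), E-selectin induction · Input – 3,000 HUVEC seeded per well · Buffer or medium – EGM-2, gelatin · Compound dosing – single-point compound dose · Detection – immunofluorescence imaging · Measure – percent E-selectin-positive cells · Controls – TNF-alpha high, DMSO low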
RAD54 branch: blocks human RAD54 Holliday junction branch migration; Q92698; FAM/BHQ fluorescence; inhibition, % at 10.4 µM; 360,000 tested, 0.14% active;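 active = mean normalized replicate activity at least 40 and at least half of replicates scoring 40 or more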;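 also: 0% = median of neutral control wells and 100% = median of positive control wells; inhibitors cause a drop in the FAM fluorescence signal; in these data hits start at about 50%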
Target sequence (Q92698 whole entry, looked up): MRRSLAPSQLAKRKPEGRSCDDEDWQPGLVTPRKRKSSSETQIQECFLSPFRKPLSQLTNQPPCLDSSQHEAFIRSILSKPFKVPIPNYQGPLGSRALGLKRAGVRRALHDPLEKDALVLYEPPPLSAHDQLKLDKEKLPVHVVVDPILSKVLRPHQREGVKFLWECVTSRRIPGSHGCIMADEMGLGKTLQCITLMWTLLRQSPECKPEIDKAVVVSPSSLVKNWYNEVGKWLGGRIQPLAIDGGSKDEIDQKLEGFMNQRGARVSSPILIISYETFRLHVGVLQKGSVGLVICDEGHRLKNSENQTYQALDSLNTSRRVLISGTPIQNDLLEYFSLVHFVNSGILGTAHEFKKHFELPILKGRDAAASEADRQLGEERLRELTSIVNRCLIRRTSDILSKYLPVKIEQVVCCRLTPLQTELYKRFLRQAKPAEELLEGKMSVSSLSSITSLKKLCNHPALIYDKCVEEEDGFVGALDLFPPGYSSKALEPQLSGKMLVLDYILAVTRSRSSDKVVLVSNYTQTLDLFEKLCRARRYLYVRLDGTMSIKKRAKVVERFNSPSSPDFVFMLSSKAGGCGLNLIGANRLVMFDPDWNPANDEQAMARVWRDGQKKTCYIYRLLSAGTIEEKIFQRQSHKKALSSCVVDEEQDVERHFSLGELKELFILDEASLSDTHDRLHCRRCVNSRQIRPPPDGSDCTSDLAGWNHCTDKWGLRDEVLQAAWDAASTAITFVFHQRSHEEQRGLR
DENV2 CPE: protects cells from dengue virus 2 cytopathic effect; AID 651640; 350,000 tested, 1.7% active; CPE inhibition, % at 9.99 µM; DENV2-infected cells, cytopathic effect rescue, plate reader; in the data active = CPE inhibition above about 20%, passing the limit was not always enough; tested in BHK-21 cells;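 also: 0% = median of neutral control wells and 100% = median of positive control wells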
XiGFP reactiv: reactivates the inactive X chromosome in mouse fibroblasts. XiGFP mouse fibroblasts, % GFP-positive cells imaging, 3 d; cells co-treated with 5-aza-dC sensitizer; scaled so ellipticine positive control = 100%. activation, % at 7.58 µM. 360,000 tested, 0.055% active. AID 743238;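 active = mean normalized replicate activation at least 10% and every replicate at or above 10%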;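 also: 0% = median of on-plate neutral control wells and 100% = ellipticine 6 µM median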
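Material: XiGFP fibroblasts, SV40-immortalized; Buffer or medium: DMEM containing 5-aza-dC; Compound dosing: single point; Times: 3 days compound exposure.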
* hit, by the source's call; . = no result given; & = joins results of further samples; ! = not active in a repeat.

Keys – A = RAD52 anneal inh; B = CFTR F508del cor; C = GSIS activator; D = CASP6 VEID inh; E = E-sel inducer; F = RAD54 branch; G = DENV2 CPE; H = XiGFP reactiv
O=C(C[C@H]1CC[C@@H](NC(=O)CN2CCOCC2)[C@H](CO)O1)NC1CCCCC1
  A: 1	B: -1.0	C: 4	D: 0	E: 0.0	F: -2	G: 6	H: 0.6

CC(C)C#Cc1cnc2c(c1)C(=O)N([C@H](C)CO)C[C@@H](C)[C@H](CN(C)Cc1ccccc1)O2
  A: 12	B: 0.3	C: 10	D: -2	E: -1.1	F: 5	G: -1	H: -0.3

Cc1n[nH]c(=O)n(N=Cc2c[nH]c3ccccc23)c1=O
  A: -9	B: -0.1	C: -2	D: -1	E: 0.8	F: 4	G: 9	H: -0.1

CCC(=O)N1CCCc2cc(S(=O)(=O)N3CCN(c4ccccc4F)CC3)ccc21
  A: -4	B: 2.1	C: -23	D: 0	E: 0.8	F: 0	G: -7	H: -0.1

CC(C)CC(NC(=O)C1CCC(C)CC1)C(=O)N1CCN(c2ccccn2)CC1 (stereo not drawn)
  A: -10	B: 0.7	C: -27	D: 1	E: 0.3	F: -23	G: -6	H: 0.1

CC(C)C[C@H](NC(=O)[C@@H](Cc1ccccc1)n1c(=O)[nH]c2ccccc2c1=O)C(=O)N[C@@H](Cc1ccccc1)C(=O)O
  A: -9	B: -1.1	C: -5	D: 8	E: .	F: 4	G: 8	H: .

C[C@@H]1CN([C@H](C)CO)C(=O)c2cc(NC(=O)C3CCCCC3)ccc2O[C@@H](C)CCCCO[C@@H]1CN(C)C(=O)Nc1ccccc1
  A: -5	B: -3.3	C: 0	D: 1	E: -0.1	F: 6	G: -13	H: 0.2

Cc1ccc(CNC(=O)C2CCC(=O)N2Cc2ccc(F)cc2)cc1 (stereo not drawn)
  A: -13	B: .	C: 2	D: 2	E: 1.0	F: 2	G: -1	H: 0.0

COc1ccc(OC)c(NC(=O)N2CCCc3ccccc32)c1
  A: -7	B: 2.2	C: 7	D: -2	E: .	F: -4	G: 7	H: 0.0

C[C@@]12C(=O)N(Cc3ccc(Cl)cc3)CC(=O)N1[C@H]1c3ccccc3OC[C@@H]1[C@@H]2c1ccccc1
  A: -39	B: -0.9	C: -11	D: -1	E: 0.1	F: 3	G: 4	H: 0.0

A second format for part of the listing above:
Order of values – RAD52 anneal inh	CFTR F508del cor	GSIS activator	CASP6 VEID inh	E-sel inducer	RAD54 branch	DENV2 CPE	XiGFP reactiv
CCC(=O)N1CCCc2cc(S(=O)(=O)N3CCN(c4ccccc4F)CC3)ccc21
 : -4	2.1	-23	0	0.8	0	-7	-0.1
CC(C)CC(NC(=O)C1CCC(C)CC1)C(=O)N1CCN(c2ccccn2)CC1 (stereo not drawn)
 : -10	0.7	-27	1	0.3	-23	-6	0.1
CC(C)C[C@H](NC(=O)[C@@H](Cc1ccccc1)n1c(=O)[nH]c2ccccc2c1=O)C(=O)N[C@@H](Cc1ccccc1)C(=O)O
 : -9	-1.1	-5	8	.	4	8	.
C[C@@H]1CN([C@H](C)CO)C(=O)c2cc(NC(=O)C3CCCCC3)ccc2O[C@@H](C)CCCCO[C@@H]1CN(C)C(=O)Nc1ccccc1
 : -5	-3.3	0	1	-0.1	6	-13	0.2
Cc1ccc(CNC(=O)C2CCC(=O)N2Cc2ccc(F)cc2)cc1 (stereo not drawn)
 : -13	.	2	2	1.0	2	-1	0.0
COc1ccc(OC)c(NC(=O)N2CCCc3ccccc32)c1
 : -7	2.2	7	-2	.	-4	7	0.0
C[C@@]12C(=O)N(Cc3ccc(Cl)cc3)CC(=O)N1[C@H]1c3ccccc3OC[C@@H]1[C@@H]2c1ccccc1
 : -39	-0.9	-11	-1	0.1	3	4	0.0

Additional structures follow:
Keys – A = RAD52 anneal inh; B = CFTR F508del cor; C = GSIS activator; D = CASP6 VEID inh; E = E-sel inducer; F = RAD54 branch; G = DENV2 CPE; H = XiGFP reactiv
O=C(Cn1nc(-c2ccccc2)ccc1=O)NCc1ccc(F)cc1
  A: -17	B: -2.7	C: 1	D: -1	E: .	F: .	G: 6	H: 0.1

C[C@@H]1CN([C@@H](C)CO)S(=O)(=O)c2ccc(-c3cncnc3)cc2O[C@H]1CN(C)C(=O)CC1CC1
  A: -2	B: 3.5	C: -1	D: 0	E: -0.1	F: 1	G: 14	H: -0.6

CCOC(=O)N/N=C\c1ccccc1OC/C=C/c1ccccc1
  A: 1	B: -5.4	C: 5	D: 4	E: 2.9	F: -2	G: -6	H: 0.0

Cc1onc(-c2ccccc2)c1CNS(=O)(=O)c1cccc(Cl)c1
  A: -13	B: -2.0	C: -4	D: -1	E: 0.1	F: 7	G: -2	H: 0.0

O=C(Nc1ccc(S(=O)(=O)Nc2nccs2)cc1)/C(=C/c1ccccc1Cl)NC(=O)c1ccccc1
  A: -3	B: -0.4	C: -5	D: -2	E: .	F: 0	G: -2	H: 0.0

O=C(CN1CCOCC1)N1CC(=O)N2[C@H](CO)[C@H](c3ccc(/C=C/c4ccccc4)cc3)[C@@H]2C1
  A: -4	B: -2.3	C: -5	D: -1	E: -0.1	F: .	G: 4	H: 0.0

CC(NC(=O)CNC(=O)C1O[C@@H]2OC(C)(C)O[C@@H]2[C@H]2OC(C)(C)O[C@@H]12)C(=O)O (stereo partly drawn)
  A: 4	B: .	C: 6	D: 1	E: .	F: -2	G: 2	H: 0.0

Cc1n[nH]c(C)c1NC(=O)CSc1nnnn1-c1cccc(F)c1
  A: -11	B: -5.6	C: 5	D: -1	E: .	F: -11	G: -4	H: -0.3

O=C(C1CCCCC1)N1CC2(C1)[C@@H](c1ccccc1)[C@@H](CO)N2Cc1ccccc1F
  A: -24	B: 0.4	C: -26	D: 0	E: 0.1	F: .	G: 32*	H: 0.2

CCOc1ccc(OCCCCNC(C)(C)C)cc1
  A: -7	B: 0.8	C: 6	D: 3	E: .	F: .	G: -4	H: 0.1

CSc1ccccc1C(=O)Nc1ccccc1C(=O)NC(C)C
  A: -10	B: -3.2	C: 21	D: 9	E: 0.0	F: 5	G: -4	H: 0.0

Cc1cc(SCc2cc(=O)n3ccsc3n2)nc2ccccc12
  A: .	B: 0.5	C: 12	D: .	E: -0.6	F: .	G: .	H: 0.1

Cc1ncsc1CCC(=O)N1CCCC(C(=O)c2ccc3c(c2)OCO3)C1 (stereo not drawn)
  A: 4	B: -0.1	C: 4	D: 5	E: 6.8	F: 4	G: -6	H: 0.1

C[C@@H]1CN([C@H](C)CO)C(=O)c2cc(NC(=O)CCN3CCOCC3)ccc2O[C@@H]1CN(C)Cc1ccc(-c2ccccc2)cc1
  A: 1	B: 0.9	C: 10	D: 2	E: 0.9	F: -4	G: -2	H: -0.4

N#CCN1CCC2(O)CCCCC2C1c1ccc2c(c1)OCO2 (stereo not drawn)
  A: -10	B: -3.8	C: 13	D: 1	E: 0.1	F: .	G: 6	H: 0.1

C=CCc1cccc2cc(C(=O)Nc3ccc(S(=O)(=O)Nc4nnc(CC)s4)cc3)c(=O)oc12
  A: -14	B: 1.0	C: 21	D: 5	E: -0.8	F: .	G: -4	H: 0.0

COc1ccc(COC(=O)CCCN=C2NS(=O)(=O)c3ccccc32)cc1F
  A: 9	B: -1.5	C: -1	D: 0	E: 0.1	F: -1	G: 3	H: 0.0

C[C@H](CO)N1C[C@H](C)[C@H](CN(C)S(=O)(=O)c2ccc(Oc3ccccc3)nc2)OCc2cn(nn2)CCCC1=O
  A: -3	B: -1.0	C: -1	D: 1	E: 0.0	F: .	G: 0	H: 0.7

O=S(=O)(c1cccc2nsnc12)N1CCN(Cc2ccccc2)CC1
  A: -9	B: -5.2	C: -5	D: -5	E: 0.0	F: -3	G: -4	H: 0.0

COc1cccc(S(=O)(=O)N2C[C@@H]3N[C@H](C2)C3c2ccc(-c3cccc(C)c3)cc2)c1 (stereo partly drawn)
  A: 57*!	B: 12*!	C: 20&8	D: 1&-3	E: 0.5&-0.1	F: .	G: 3&-12	H: 0.1&0.1

CCc1occc(=O)c1Oc1cc(NN2CCCCC2)c([N+](=O)[O-])cc1[N+](=O)[O-]
  A: -10	B: 2.5	C: -20	D: 7	E: -0.1	F: -9	G: .	H: 0.0

COc1ccc(S(=O)(=O)Nc2ccc3c(c2)C(=O)N([C@H](C)CO)C[C@@H](C)[C@H](CN(C)Cc2ccccc2)O3)cc1
  A: 13	B: 0.9	C: -2	D: .	E: -0.4	F: 3	G: -4	H: 0.2

O=S1(=O)N[C@H](Cc2ccccc2)COc2cccc(NCCO)c21
  A: 0	B: -3.3	C: -5	D: -1	E: -0.1	F: .	G: 1	H: 0.0

Cc1ccc(S(=O)(=O)N[C@@H]2CC[C@@H](CCNC(=O)C3CCOCC3)O[C@@H]2CO)cc1
  A: 21	B: 3.4	C: 7	D: -11	E: -0.3	F: -3	G: 3	H: 0.1

CCOP(=O)(OCC)c1nc(-c2cccc3ccccc23)oc1NCc1ccc(OC)cc1
  A: -5	B: 0.5	C: -23	D: 2	E: 0.8	F: .	G: -1	H: 0.6

Cc1csc(SC(C)C(=O)NCC2CCCO2)n1 (stereo not drawn)
  A: -10	B: 1.8	C: -4	D: -1	E: .	F: 0	G: -9	H: -0.1

C[C@@H]1CN([C@@H](C)CO)C(=O)Cc2cc(NC(=O)CCN3CCOCC3)ccc2O[C@@H]1CN(C)Cc1ccc2c(c1)OCO2
  A: -1	B: -0.4	C: -6	D: 2	E: .	F: -13	G: 0	H: 0.2

COc1ccccc1NC(=S)N1CCOCC1
  A: 0	B: .	C: .	D: -1	E: .	F: .	G: -4	H: -0.1

Nc1c(C(=O)Nc2ccc(Br)cc2)sc2nc(N3CCOCC3)c3c(c12)CCCC3
  A: -22	B: -1.2	C: 2	D: -2	E: -0.1	F: 11	G: 4	H: 0.0

N#C[C@@H]1[C@H](c2ccc(-c3cccc(F)c3)cc2)[C@@H](CO)N1C(=O)CN1CCOCC1
  A: 8	B: 2.6	C: -7	D: -1	E: -0.3	F: 1	G: -17	H: -0.1

COc1ccc(N2c3ccccc3CN(Cc3ccccc3)[C@@H](C)[C@H]2Cc2c(C)cccc2C)cc1
  A: 1	B: -0.8	C: 1	D: 0	E: 7.7	F: .	G: 7	H: 0.2

C[C@@H]1CN([C@@H](C)CO)C(=O)c2cc(C#CCN(C)C)cnc2O[C@H]1CN(C)C(=O)c1ccc(F)cc1
  A: -3	B: 0.6	C: 2	D: -14	E: -0.2	F: 2	G: 5	H: -1.1

O=C1/C(=C\c2ccccc2)CCC/C1=C/c1ccccc1
  A: -9	B: -0.1	C: 0	D: 1	E: 0.2	F: .	G: -2	H: 1.0

CCCNC(=O)N1[C@@H]2c3ccc(-c4ccc(OC)cc4)c(=O)n3C[C@H]1[C@H](CO)[C@H]2C(=O)NC1CCC1
  A: -7	B: 2.2	C: 3	D: -2	E: -0.2	F: 10	G: -10	H: 0.2

CC(C)Oc1cccc(C(=O)C2CCCN(Cc3cccn3-c3ccccn3)C2)c1 (stereo not drawn)
  A: -9	B: 2.6	C: -40	D: -3	E: 0.2	F: .	G: -1	H: -0.1

O=C(CCCn1c(=O)oc2ccccc21)N1CCN(c2ccc(F)cc2)CC1
  A: -5	B: -0.6	C: -19	D: 0	E: -0.3	F: 12	G: -2	H: 0.2

CCCNC(=O)C[C@@H]1CC[C@@H]2[C@H](COc3ccc(NC(=O)CC)cc3C(=O)N2C)O1
  A: -3	B: -1.2	C: 18	D: 0	E: 0.2	F: 5	G: -2	H: 0.0

COc1cccc(COC(=O)C2CC(=O)N(Cc3ccco3)C2)c1OC (stereo not drawn)
  A: -25	B: -0.4	C: .	D: 0	E: -0.3	F: -9	G: 7	H: 0.4
